Mot1-301 SUMO: inhibitors of SUMOylation pathway: yeast Mot1-301 growth rescue; S. cerevisiae Mot1-301 growth rescue, ATP luminescence, 38.5C; percent above DMSO median, 100 means doubled; growth rescue, % at 18.8 µM; 320,000 compounds, 1% hits;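 active = every valid replicate shows activation above 250% relative to neutral control wells; inactive = the rest, any valid replicate at or below 250%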;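 note: OY570 slx delta 5 strain wells were the positive control but not used for scaling; some compounds called inactive have numbers as strong as hits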
PKA-R1A act: PKA-R1A complex activation; P00514+P68181; PKA-R1A dissociation, Cy5-IP20 fluorescence polarization; scaled: DMSO 0%, 113 µM cGMP 100%; 340,000 compounds, 0.083% hits; activation, % at 11.4 µM; AID 504707;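 active = percent activation above the mean of all tested compounds plus 3 SD, cut at about 19% in these data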;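 note: higher means more PKAc released from R1A so a rise in polarization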
Ecoli viability: reduces bacterial viability in AddAB counter-screen; E. coli V3065 growth, OD600 absorbance, 18 h; AID 449728; inhibition, % at 11.9 µM; 330,000 compounds, 0.27% hits;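 active = inhibition above the campaign's mean inhibition across all tested compounds plus 3 SD, cut at about 9.9% in these data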;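 note: uninfected addAB+ strain grown without phage in ampicillin broth; 0% = DMSO wells and 100% = ciprofloxacin 0.95 µg/ml wells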
AddAB inh: less growth of phage-infected E. coli with AddAB. 330,000 compounds, 0.29% hits. AID 435030. inhibition, % at 11.9 µM. E. coli expressing H. pylori AddAB, absorbance growth; in the data active = inhibition above about 12%;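 note: 0% = vehicle wells of infected cells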
HTR5A inv ag: counter-screen for OPRM1-OPRD1 inverse agonists: human HTR5A inverse agonism; P47898; HTR5A cell line, luminescence; inhibition, % at 9.3 µM; 340,000 compounds, 0.083% hits; AID 504634; in the data active = inhibition mostly above about 23%, no sharp cut-off; inactive = mostly below about 18%;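 note: 0% = cells with DMSO and 100% = no-cell wells with DMSO; some compounds called inactive have numbers as strong as hits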
Target sequence (P47898 whole entry, looked up): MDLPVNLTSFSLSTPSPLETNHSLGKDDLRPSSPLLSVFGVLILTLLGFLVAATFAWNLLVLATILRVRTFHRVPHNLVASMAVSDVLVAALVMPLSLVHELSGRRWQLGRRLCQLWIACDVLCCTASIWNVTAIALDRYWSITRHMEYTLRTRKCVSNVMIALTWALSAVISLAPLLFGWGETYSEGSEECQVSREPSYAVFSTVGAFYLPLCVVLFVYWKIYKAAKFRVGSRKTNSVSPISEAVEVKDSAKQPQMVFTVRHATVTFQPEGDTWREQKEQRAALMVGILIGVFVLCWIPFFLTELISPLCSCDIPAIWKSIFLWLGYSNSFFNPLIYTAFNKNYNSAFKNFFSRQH
PKA-R2B activ: activates the human PKA-R2B holoenzyme complex. P22694+P31323. PKA-R2B holoenzyme dissociation, Cy5-IP20 fluorescence polarization; R2B truncated from residue 108, S112A mutant; 0% DMSO only, 100% 113 µM cGMP. activation, % at 11.4 µM. 340,000 compounds, 0.079% hits. AID 504700;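 active = activation above a cutoff set at the mean over all compounds plus 3 SD, cut at about 18% in these data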;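 note: higher means more holoenzyme dissociation and a rise in polarization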
Target sequence (P31323 whole entry, looked up, other chains not shown, the tested form may be a part): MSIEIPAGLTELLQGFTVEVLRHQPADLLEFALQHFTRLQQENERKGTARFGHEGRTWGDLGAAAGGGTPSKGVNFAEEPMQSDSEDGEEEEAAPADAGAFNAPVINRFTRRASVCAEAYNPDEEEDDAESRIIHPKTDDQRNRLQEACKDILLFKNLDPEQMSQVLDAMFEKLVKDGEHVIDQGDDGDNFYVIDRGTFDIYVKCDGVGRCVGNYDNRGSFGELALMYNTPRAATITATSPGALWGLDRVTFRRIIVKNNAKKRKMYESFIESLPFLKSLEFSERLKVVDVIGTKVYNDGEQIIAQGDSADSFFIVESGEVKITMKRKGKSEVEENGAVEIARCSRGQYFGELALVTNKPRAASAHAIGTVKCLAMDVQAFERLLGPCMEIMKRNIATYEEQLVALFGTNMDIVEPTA
CDK5 inh: CDK5/p35 (human) kinase inhibition | inhibition, % at 10 µM | Recombinant CDK5/p35, ADP-Glo luminescence, 60 min | 330,000 compounds, 0.01% hits;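 active = highest replicate inhibition of at least 50% and at least 75% of replicates reaching 50%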;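 note: plate controls were DMSO neutral control for no effect and GW8510 at 10 µM for full effect; many of its hits are not listed in these tables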
phage Ecoli inh: E. coli growth loss with phage present. 360,000 compounds, 0.26% hits. AID 651602. growth absorbance. inhibition, % at 11.9 µM; in the data active = inhibition above about 11%
HTR5A ag: HTR5A agonism, opioid heterodimer counter-screen; P47898; HTR5A agonist assay, luminescence, cell-based; activation, % at 9.3 µM; 340,000 compounds, 0.61% hits; AID 504692; in the data active = activation mostly above about 9.5%, no sharp cut-off; inactive = mostly below about 7.6%;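 note: 0% = cells with vehicle only and 100% = reference agonist; strong numbers were not always called active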
DAGLB inhibitor: blocks human DAGLB lipase activity. inhibition, % at 5.17 µM. 340,000 compounds, 0.059% hits. Q8NCG7. HEK293T DAGLB membrane lysate, EnzChek fluorogenic substrate; in the data active = inhibition above about 34%;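 note: 0% = enzyme with vehicle and 100% = wells lacking enzyme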
Tat transport: E. coli Tat transport inhibition | E. coli MC4100 TorA-mCherry Tat export, fluorescence | inhibition, % at 10 µM | 340,000 compounds, 0.036% hits | AID 488895;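 active = mean replicate inhibition at least 50% and at least half of replicates individually reaching 50%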;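 note: exported cargo escapes ClpAP degradation while cytoplasmic cargo is degraded and loses fluorescence; 0% = median of neutral control wells and 100% = median of NaSCN control wells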
Numbers without * were called inactive; . = no result given.

mol	PKA-R1A act	Tat transport	AddAB inh	CDK5 inh	HTR5A inv ag	Mot1-301 SUMO	phage Ecoli inh	Ecoli viability	HTR5A ag	PKA-R2B activ	DAGLB inhibitor
CN(C(=O)COc1nnc(-c2cccs2)c(-c2cccs2)n1)c1ccccc1	-6	7	1.2	-4.0	13	-11	2.2	-1.2	0	-7	2
CC(=O)Cc1nsc(NC(=O)c2ccc(Br)o2)n1	3	2	2.0	-2.1	5	-9	0.6	2.6	3	11	-1
COc1ccc(Cc2nnc(NC(=O)CSc3ccc(C)cc3)s2)cc1	-11	-1	3.2	0.8	-10	35	-0.9	-0.3	3	0	5
CC(=O)C1=C(O)C(=O)N(c2cccnc2)C1c1cccc([N+](=O)[O-])c1 (stereo unspecified)	5	1	-1.3	0.2	12	-4	0.4	-1.1	-1	5	-1
CN(C(=O)CSc1nc2cc(C(=O)O)ccc2c(=O)n1Cc1ccccc1)C1CCS(=O)(=O)C1 (stereo unspecified)	-2	-19	1.0	-0.5	7	49	0.2	0.8	-5	-2	0
CCC(=O)Nc1cc(NC(=O)CSc2ncc(-c3ccc(F)cc3)n2Cc2ccco2)ccc1C	7	2	-3.5	0.7	11	334	1.2	-0.8	-2	-7	1
CCOC(=O)c1ccc2[nH]c(C)cc(=O)c2c1	2	-6	-3.0	0.1	4	-20	-0.2	-1.6	-1	-2	-5
COc1ccccc1NC(=O)N1CCCC(CNC(=O)c2ccccc2Cl)C1 (stereo unspecified)	-9	-6	1.4	-1.7	10	-4	-0.2	1.3	0	7	0
OCCNC(=S)NC1CCCCC1	-8	-7	1.2	-0.4	19	178	0.9	0.0	7	1	1
Cc1cccc(NC(=O)C2CCCN(c3cnccn3)C2)c1 (stereo unspecified)	-4	-4	4.5	-2.2	3	.	2.6	-0.9	-1	-10	2
CN1CCN(C(=S)c2ccc(-c3cccc([N+](=O)[O-])c3)o2)CC1	6	0	-1.3	-5.5	-7	-17	-1.5	-1.1	3	1	1
O=C(CN1CCN(c2ccc(O)cc2)CC1)N(C1CC1)C1CCS(=O)(=O)C1 (stereo unspecified)	5	8	-0.2	-0.2	0	3	2.5	-0.3	3	5	-2

Further results follow.
mol	PKA-R1A act	Tat transport	AddAB inh	CDK5 inh	HTR5A inv ag	Mot1-301 SUMO	phage Ecoli inh	Ecoli viability	HTR5A ag	PKA-R2B activ	DAGLB inhibitor
CCN(C(C)=O)N(CC)c1nc(Cl)nc(NC(C)C)n1	-1	-4	-0.3	-0.5	-1	-4	3.7	-3.3	5	4	-4
O=C(Nc1cccc(F)c1)N1CCCCCC1	9	-3	-2.0	-1.0	0	5	4.2	0.8	0	1	-3
Cc1noc(C)c1NC(=O)N(C)C[C@H]1Oc2ccc(NC(=O)Nc3ccc4c(c3)OCO4)cc2C(=O)N([C@H](C)CO)C[C@@H]1C	-7	-4	3.1	-1.8	11	15	4.3	0.6	-5	-9	0
O=C(Nc1ccccc1N1CCCC1)C1CCN(S(=O)(=O)c2ccccc2)CC1	-6	-11	-1.7	0.3	-29	13	4.4	-1.6	0	-8	3
CCN(CC)c1ccc(/C=N/NC(=O)OC)c(O)c1	4	-4	5.8	0.0	-13	13	2.4	-0.2	0	-7	4
C/C(=N\NC(=S)NCc1ccccc1)c1ccc(C(C)(C)C)cc1	2	2	2.3	-1.0	12	3	3.3	0.7	-4	3	-9
COc1ccc(NC(=O)Nc2ccc3c(c2)N(C)C(=O)CS3)cc1Cl	7	4	1.6	0.7	0	16	4.3	2.1	-2	5	2
Cc1ccnc(NC2c3ccccc3C(=O)N2Cc2ccccc2Cl)c1 (stereo unspecified)	-9	3	1.6	-1.6	-9	85	4.8	-0.4	-1	1	-1
O=C(c1ccccc1)N1CCN(C(=O)c2nn3c(C(F)(F)F)cc(-c4ccco4)nc3c2Br)CC1	8	-5	2.5	1.4	2	22	-1.5	-0.3	-1	-9	3
Cc1cc(C(=O)N/N=C/c2cccnc2)n[nH]1	-15	1	0.4	0.3	-45	-3	3.1	-1.6	-1	3	3
CN(C)CCCNc1ccc(S(N)(=O)=O)cc1[N+](=O)[O-]	-2	10	1.6	-0.7	-5	20	3.3	1.0	8	-5	2
O=C(CCCn1c(SCc2cc(=O)n3ccccc3n2)nc2ccccc2c1=O)NCC1CCCO1 (stereo unspecified)	-6	7	4.9	-5.3	-2	-7	1.1	1.2	1	6	2

(next part)
mol	PKA-R1A act	Tat transport	AddAB inh	CDK5 inh	HTR5A inv ag	Mot1-301 SUMO	phage Ecoli inh	Ecoli viability	HTR5A ag	PKA-R2B activ	DAGLB inhibitor
COc1ccc(C(=O)C2CCCN(C3Cc4ccccc4C3)C2)c(OC)c1 (stereo unspecified)	-13	5	2.9	0.8	-3	69	7.2	-0.7	1	-6	1
NC(=O)c1nsc(C(=O)N(Cc2cccnc2)C(C(=O)NCc2ccc(F)cc2)c2ccc(F)cc2)c1N (stereo unspecified)	-9	3	3.1	1.4	1	57	-0.1	-2.7	2	-13	0
CCC(C)NCCCOc1cc(Cl)ccc1Cl (stereo unspecified)	-3	1	2.6	.	6	.	3.7	0.4	-4	-1	2
CCN1C(=O)c2ccccc2S(=O)(=O)c2ccc(C(=O)NCc3cccnc3)cc21	14	-9	-0.6	0.9	5	-8	-1.1	-0.4	-2	-6	-2
CCOC(=O)C1CCN(C(=O)c2ccc(OCC)c(OCC)c2)CC1	-6	1	-0.6	-0.9	6	0	2.6	-3.3	1	-1	-4
N/C(CC(=O)Nc1ccc(F)cc1F)=N\OC(=O)c1cccs1	1	4	-2.5	1.6	5	-7	1.8	2.1	0	-5	0
O=C(c1ccco1)N1CCN(C(=O)c2snc3ccc(Cl)cc23)CC1	-6	5	1.3	-0.3	6	-5	3.0	2.5	6	9	-2
CC(C)OC(=O)c1ccc(N2C(=O)C3CC=CCC3C2=O)cc1 (stereo unspecified)	-9	9	3.6	0.7	-32	4	-0.9	0.7	12	-1	-1
CC1CC2(NC(=O)NC2=O)C(C)CN1C (stereo unspecified)	3	-6	4.7	-0.6	-7	9	2.8	-0.6	0	-7	2
COc1ccc2c(ccn2S(=O)(=O)c2ccccc2)c1	0	-6	1.2	1.3	-14	11	-0.2	0.6	4	12	0
CCC(C)NS(=O)(=O)c1ccc(OCC(=O)NCc2ccc(OC)cc2)cc1 (stereo unspecified)	-8	-6	0.1	-1.2	-26	-16	3.1	-1.4	-3	-4	2
O=C(CCC(=O)Nc1cccnc1)Nc1cccnc1	-2	-2	1.4	0.8	-7	288	1.8	-0.7	1	-1	1

Additional entries follow:
mol	PKA-R1A act	Tat transport	AddAB inh	CDK5 inh	HTR5A inv ag	Mot1-301 SUMO	phage Ecoli inh	Ecoli viability	HTR5A ag	PKA-R2B activ	DAGLB inhibitor
COc1ccc(OC)c2c1cc(C(=O)N[C@@H](Cc1ccccc1)C(=O)O)n2C	-14	-7	.	-1.7	-4	-7	0.3	.	1	-3	0
O=C(N/N=C/c1cc(Br)c(O)c(Br)c1O)c1cccnc1	-1	4	-3.0	-0.3	4	13	0.0	-6.2	-1	-10	0
CCOC(=O)c1ccc(NC(=O)c2ccc(NC(=O)C3CCCO3)cc2)cc1 (stereo unspecified)	-6	7	1.5	-0.3	12	10	3.3	0.5	-4	-8	-2
COc1cccc(N2CCN(CC(=O)Nc3nc(C)c(C(=O)N(C)C)s3)CC2)c1	-2	2	2.0	-1.9	28	-3	0.3	0.2	3	-6	2
CCc1cccc(NC(=O)CN(c2ccc(OC)cc2)S(=O)(=O)c2c(C)n[nH]c2C)c1	-9	23	1.3	-2.7	-10	-8	1.7	0.3	-2	-3	0
CCOc1ccc(NC(=O)CCNC(=O)Cn2cnc3ccccc3c2=O)cc1	8	0	1.6	0.5	-7	-6	-2.3	-2.8	-2	-2	-3
CC(C)[C@@H](C(=O)NC1CCN(Cc2ccccc2)CC1)N1C(=O)N2CCc3c([nH]c4ccccc34)[C@@]2(C)C1=O	5	-7	1.8	-3.6	4	-19	4.3	-3.9	3	6	1
Nc1sc(-c2ccccc2)c(Cc2ccccc2)c1C(=O)O	-3	-2	1.0	-1.8	15	-19	3.2	-1.0	-6	-3	-1
Cc1cc(C)c(NC(=O)CNC(=O)c2cc([N+](=O)[O-])ccc2N2CCOCC2)c(C)c1	9	-5	2.5	0.9	0	507*	4.5	-1.5	0	-4	-2
O=C1N=C(N2CCc3ccccc3C2)S/C1=C\c1ccc(O)cc1	8	-7	-1.5	0.1	-25	4	2.0	2.0	1	-4	1
N#CCCN(C(=O)COc1ccc(Cl)cc1Cl)c1ccccc1	-13	-4	2.0	0.5	6	132	3.0	0.5	-1	1	4
Clc1ccc(CCNc2ncnc3nc[nH]c23)cc1	-6	-11	2.4	0.7	-18	316	1.4	1.6	6	5	0

New compounds follow
mol	PKA-R1A act	Tat transport	AddAB inh	CDK5 inh	HTR5A inv ag	Mot1-301 SUMO	phage Ecoli inh	Ecoli viability	HTR5A ag	PKA-R2B activ	DAGLB inhibitor
CC1=CC(C)(C)N2C(=O)C3(C(C#N)=C(N)OC4=C3C(=O)CC(C)(C)C4)c3c(C)c(C)cc1c32 (stereo unspecified)	-18	-15	2.2	-2.4	-26	3	3.9	1.2	7	8	3
C/C(=N\NC(=O)c1ccncc1)C12CC3CC(CC(C3)C1)C2	-6	-5	0.2	.	28	-14	3.0	0.1	1	9	-1
Cc1c(NC(=O)CSc2nc3ccccc3n2C)c(=O)n(-c2ccccc2)n1C	7	-10	1.0	0.9	5	10	4.3	0.0	-1	-7	0
CCn1nc(C(=O)NNC(=O)c2ccccc2)c2ccccc2c1=O	-1	-8	-0.9	0.4	17	22	1.6	-2.3	1	-5	0
O=C(c1cc(Br)c(Br)s1)N1CCc2ccccc2C1	-8	0	2.5	1.0	-7	6	3.5	2.4	1	-14	-18
CC(=O)Nc1cccc(NC(=O)Cc2nc(-c3ccccc3)sc2-c2ccc(C)cc2)c1	0	11	0.2	0.4	-4	.	0.9	-1.1	-1	-12	0
O=[N+]([O-])c1ccc(N=Cc2c(O)ccc3ccccc23)cc1	-1	-1	40*	0.5	2	11	1.7	25*	5	4	2
COc1ccc(CNS(=O)(=O)c2ccc3c(c2)NC(=O)CS3)cc1	-2	-2	3.4	0.4	11	-2	1.7	1.2	-1	3	1
COc1ccc(Nc2ncnc3c2cnn3-c2ccccc2)cc1OC	8	16	-0.3	0.1	-21	-16	1.8	1.9	8	3	3
COc1ccc2[nH]c3c(c2c1)CCN1C(=O)N([C@@H](C)C(=O)NCc2ccc(C)cc2)C(=O)[C@]31C	6	5	2.2	-0.5	-6	-13	-0.2	-3.7	3	4	-1
CC(=O)c1sc(NC(=O)CCOc2ccccc2)nc1C	0	2	1.4	0.3	-4	-7	4.8	0.6	2	-6	0
CN1CCN(c2ccccc2NC(=O)COc2ccc(Cl)cc2)CC1	-9	7	1.6	0.5	19	-6	2.7	0.8	7	-3	-3
CCN1CCN(Cc2c(O)c(Cl)cc3c(C)cc(=O)oc23)CC1	7	-5	1.9	-0.1	13	8	0.5	0.2	0	1	2
CCCCCCSc1ccc([C@@H]2[C@H]3C(=O)N(C)C(=O)[C@H]3[C@]3(C(=O)OC)CCCCN23)cc1OC	-1	1	0.3	0.0	-6	0	-1.5	-3.1	-2	-10	-13

From PubChem

The order is random. Share with any hit: about 2.3%.
